ZTA DNA inh – counter-screen for EBNA-1 inhibitors: inhibitors of Epstein-Barr virus ZTA; P03206; ZTA-DNA binding, fluorescence polarization; inhibition, % at 11 µM; actives 0.15% (n = 320,000); AID 2234; in the data active = inhibition above about 33%
Target sequence (P03206 whole entry, looked up): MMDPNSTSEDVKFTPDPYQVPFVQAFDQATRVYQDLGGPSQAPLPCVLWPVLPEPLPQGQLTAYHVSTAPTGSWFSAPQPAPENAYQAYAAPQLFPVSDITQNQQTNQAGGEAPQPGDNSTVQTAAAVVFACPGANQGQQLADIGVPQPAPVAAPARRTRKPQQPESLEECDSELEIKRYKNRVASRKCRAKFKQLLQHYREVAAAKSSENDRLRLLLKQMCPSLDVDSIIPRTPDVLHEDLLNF
TPT1 inhibitor – inhibitors of Candida albicans tRNA 2'-phosphotransferase TPT1; AID 1962; inhibition, % at 5 µM; recombinant caTPT1, FP RNA substrate dephosphorylation; actives 0.81% (n = 300,000);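 active = inhibition above the mean of all tested compounds plus 3 SD, set per screening campaign, cut at about 24% in these data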;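 also: plate controls were DMSO alone for no effect and ferristatin control at 100 nM for full effect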
PP5 inh – blocks human protein phosphatase 5 activity | P53041 | purified PP5c, OMFP substrate fluorescence | inhibition, % at 6.7 µM | actives 0.18% (n = 320,000);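 active = inhibition above the campaign's mean inhibition across all tested compounds plus 3 SD, cut at about 9.5% in these data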;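 also: 0% = DMSO only and 100% = 100 µM cantharidin control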
PP1 counter – blocks human PP1-alpha phosphatase, a PP5 counter-screen; inhibition, % at 6.7 µM; purified PP1alpha, OMFP fluorescence; actives 0.9% (n = 320,000); P62136;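 active = inhibition above the mean inhibition of all tested compounds plus 3 SD, computed separately for each screening campaign, cut at about 15% in these data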
EBNA-1 inh – blocks EBNA-1 binding to DNA | EBNA-1 DNA binding, fluorescence polarization | AID 1950 | inhibition, % at 14.8 µM | actives 0.34% (n = 300,000); in the data active = inhibition above about 28%
core dimer inh – blocks dimerization of HCV core protein | TR-FRET GST/Flag-core106 dimerization, 1536-well | inhibition, % at 5 µM | actives 0.33% (n = 300,000) | AID 1899;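 active = inhibition above the mean of all tested compounds plus 3 SD, set per screening campaign, cut at about 45% in these data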
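Material: Tagged HCV core106 pair (GST and Flag) | Amount: GST-core106 13.5 nM, Flag-core106 17 nM | Medium: KF-containing HEPES buffer, pH 7.45, DTT, CHAPS, BSA | Reagent: Eu donor and XL665 acceptor anti-tag antibodies | Schedule: 4 h at 22.5 °C | Technique: Time-resolved FRET, ex 340 nm, em 617 and 671 nm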
Yeast superoxide – lowers age-related superoxide in aged yeast cells. S. cerevisiae aged cells, superoxide DHE fluorescence; active compounds read low. superoxide response (% of plate mean), % at 10 µM. actives 0.18% (n = 330,000);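 active = superoxide response under a set limit, about three screen SD below normal, cut at about 65% in these data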;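 also: yeast aged for seven days with compound at 30 °C before DHE staining; 100% = average MFI of all compound-treated wells on the plate with controls excluded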
CTSL1 counter – counter-screen for PFM18AAP inhibitors: inhibitors of F. hepatica cathepsin L1; recombinant F. hepatica cathepsin L1, Z-Leu-Arg-MCA fluorescence; inhibition, % at 5.96 µM; actives 0.49% (n = 300,000);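 active = inhibition above the mean of all tested compounds plus 3 SD, set per screening campaign, cut at about 17% in these data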;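 also: 0% = plate median of test compound wells and 100% = 1 µM Z-Phe-Ala-diazomethylketone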
GASC-1 inh – inhibitors of human GASC-1 (JMJD2C) demethylase; Q9H3R0; actives 0.069% (n = 330,000); AID 2099; inhibition, % at 2.35 µM; GST-JMJD2C(1-420) H3K9me3 demethylation, DELFIA europium;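 active = more than half of a compound's replicate wells show inhibition beyond 50%, single wells judged on their own value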;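 also: signal counts dimethyl H3K9 product captured on neutravidin plate; 0% = median of DMSO wells and 100% = 0.3 times that DMSO median; strong numbers were not always called active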
Target sequence (Q9H3R0 1-420 limits assumed): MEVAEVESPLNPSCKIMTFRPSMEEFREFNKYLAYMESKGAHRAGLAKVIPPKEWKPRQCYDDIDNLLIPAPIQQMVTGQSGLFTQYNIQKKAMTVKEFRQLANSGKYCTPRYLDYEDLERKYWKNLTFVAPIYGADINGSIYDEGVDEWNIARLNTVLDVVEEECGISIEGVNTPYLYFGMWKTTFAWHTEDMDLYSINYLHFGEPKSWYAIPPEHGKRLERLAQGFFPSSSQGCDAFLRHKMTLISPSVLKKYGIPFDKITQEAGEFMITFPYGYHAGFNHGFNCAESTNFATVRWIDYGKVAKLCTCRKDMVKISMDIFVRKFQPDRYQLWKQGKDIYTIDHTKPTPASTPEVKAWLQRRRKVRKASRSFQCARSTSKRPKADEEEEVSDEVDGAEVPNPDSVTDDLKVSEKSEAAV
* hit, by the source's call; nt = not tested or not shown.

nr	SMILES	ZTA DNA inh	TPT1 inhibitor	PP5 inh	PP1 counter	EBNA-1 inh	core dimer inh	Yeast superoxide	CTSL1 counter	GASC-1 inh
1	CC1Cc2nc(SCC(=O)c3ccccc3)n(Cc3ccccc3)c(=O)c2S1 (stereo not drawn)	7	2	2.8	9	-2	13	103	4	-7
2	CCc1cccc(CC)c1NC(=O)CSc1nnc(C2CC2)n1C	9	1	2.1	-3	-11	2	120	-3	-2
3	C=CCNC(=S)NNC(=O)c1ccc(OCCC)cc1	14	1	-3.0	0	9	0	104	-1	1
4	Cc1cc(C)cc(NC(=O)Nc2cccc(S(N)(=O)=O)c2)c1	-3	-1	0.2	-2	-13	4	111	-2	5
5	CC(C)CC(CO)N1CCN(C(=O)c2ccc(C(C)(C)C)cc2)CCC1=O (stereo not drawn)	6	0	-1.1	-1	1	4	93	2	7
6	O=C(COC(=O)c1ccc(S(=O)(=O)N2CCOCC2)cc1)NC1CCCC1	-7	-1	0.8	0	-6	-10	103	-8	-2
7	N#C/C(=C(/O)c1ccc2c(c1)OCO2)c1nc2cc(C(F)(F)F)ccc2s1	-23	13	3.9	1	-8	2	101	3	0
8	O=C(CN1CCN(C(c2ccccc2)c2ccccc2)CC1)N1N=CCC1c1ccccc1 (stereo not drawn)	4	-3	0.5	3	5	6	85	5	1
9	O=C1C2CCCN2C(c2ccccc2)N1c1nccs1 (stereo not drawn)	-2	-3	-0.9	1	-8	-3	85	5	-1
10	COc1c(C)cc(Br)cc1C(=O)Nc1ccc(S(N)(=O)=O)cc1	0	-1	1.7	0	4	-4	102	-8	-1
11	CCCCOc1ccc(C(=O)N2CCNC(=O)C2)cc1	-9	2	-0.2	-6	-2	9	96	0	7
12	COc1ccc(C(=O)Nc2ccc3[nH]c(-c4cccc(OC)c4)cc(=O)c3c2)cc1	12	-2	2.5	-2	14	1	89	-2	6

An excerpt from the list above, for reference:
nr	SMILES	ZTA DNA inh	TPT1 inhibitor	PP5 inh	PP1 counter	EBNA-1 inh	core dimer inh	Yeast superoxide	CTSL1 counter	GASC-1 inh
1	CC1Cc2nc(SCC(=O)c3ccccc3)n(Cc3ccccc3)c(=O)c2S1 (stereo not drawn)	7	2	2.8	9	-2	13	103	4	-7
2	CCc1cccc(CC)c1NC(=O)CSc1nnc(C2CC2)n1C	9	1	2.1	-3	-11	2	120	-3	-2

Seven compounds from above, limited to Yeast superoxide.
nr | Molecule | Yeast superoxide
5 | CC(C)CC(CO)N1CCN(C(=O)c2ccc(C(C)(C)C)cc2)CCC1=O (stereo not drawn) | 93
6 | O=C(COC(=O)c1ccc(S(=O)(=O)N2CCOCC2)cc1)NC1CCCC1 | 103
7 | N#C/C(=C(/O)c1ccc2c(c1)OCO2)c1nc2cc(C(F)(F)F)ccc2s1 | 101
8 | O=C(CN1CCN(C(c2ccccc2)c2ccccc2)CC1)N1N=CCC1c1ccccc1 (stereo not drawn) | 85
9 | O=C1C2CCCN2C(c2ccccc2)N1c1nccs1 (stereo not drawn) | 85
10 | COc1c(C)cc(Br)cc1C(=O)Nc1ccc(S(N)(=O)=O)cc1 | 102
11 | CCCCOc1ccc(C(=O)N2CCNC(=O)C2)cc1 | 96

More structures follow:
nr	SMILES	ZTA DNA inh	TPT1 inhibitor	PP5 inh	PP1 counter	EBNA-1 inh	core dimer inh	Yeast superoxide	CTSL1 counter	GASC-1 inh
13	Cc1ccc(CNC(=O)CCc2cn(C)c3ccccc23)cc1	-11	-7	-0.7	-1	2	-10	92	4	-17
14	Cc1c(O)ccc(NC(=O)/C=C/c2ccccc2)c1C	3	-3	-1.1	-3	-1	2	89	-2	0
15	Cc1ccc(S(=O)(=O)c2nc(S(=O)(=O)c3ccccc3)sc2N2CCN(CCO)CC2)cc1	-9	-3	2.8	-1	8	-1	109	-2	4
16	CCOc1cccc(=O)c2c(C)n(Cc3ccccc3)c(C)c12	1	11	4.0	14	3	50*	98	-6	4
17	COc1ccc(C2CC(c3cccs3)=NN2C(=O)CN2CCCCC2)cc1 (stereo not drawn)	1	-7	1.5	-3	-2	3	100	-2	-24
18	CCCCCCn1c(C)nc2c(c1=O)c1nc3ccccc3nc1n2/N=C/c1ccco1	10	-5	0.5	2	0	21	98	2	4
19	O=C(O)/C=C/C(=O)Nc1ccc(F)cc1F	3	-4	-0.8	-9	9	1	108	-3	-1
20	O=[N+]([O-])c1cc(S(=O)(=O)Nc2ccc(Cl)cc2)ccc1N/N=C/c1ccncc1	-19	1	0.3	-5	-18	24	111	-2	-6
21	COc1ccc(CCCC(=O)O)c(C)c1	-18	3	0.6	-3	-5	2	112	-1	4
22	Cc1ccc(S(=O)(=O)N2CCCCC2C(=O)Nc2nncs2)cc1 (stereo not drawn)	-12	-1	1.2	1	-2	3	103	-2	9
23	CN(Cc1ccccc1F)c1ncnc2sccc12	-2	0	1.3	-4	-2	4	96	0	-5
24	Cc1nnc(SCC(=O)N(Cc2ccccc2)C(C)C)n1-c1ccccc1	10	3	1.9	1	-9	1	101	1	9
25	COCCc1nn2c(=O)cc(COC(=O)c3cc(OC)c(OC)c(OC)c3)nc2s1	8	-2	-0.8	-3	18	-11	93	-1	2
26	CNC(=O)NC(=O)COC(=O)CCCSc1nc2ccccc2s1	12	-1	-1.2	-1	-1	4	92	-16	6
27	O=C(COC(=O)CCC(=O)c1ccc(F)cc1)Nc1nnc(-c2ccccc2)o1	10	-2	-2.3	2	2	0	108	-19	0
28	Cc1ccc(S(=O)(=O)Nc2ccccc2C(=O)NCc2cccnc2)cc1	8	1	-0.9	-5	8	3	101	-5	5
29	COc1ccc(NC(=O)CN(C)CC(=O)Nc2cccc(C(F)(F)F)c2)cc1	-1	1	4.7	0	-1	-7	99	-1	2
30	N#Cc1nc(-c2ccco2)oc1N1CCN(c2ccccc2)CC1	-1	-5	-0.9	1	5	5	88	0	-1
31	Cc1nc(C(F)(F)F)ccc1C(=O)NCC(O)c1ccccc1 (stereo not drawn)	-18	-2	-0.9	-1	-5	-13	94	0	-9
32	CNC(=O)c1c(NC(=O)c2ccc(S(=O)(=O)N(C)c3ccccc3)cc2)sc2c1CCN(C(C)C)C2	-17	125*	4.1	-6	0	-24	54*	0	-12
33	CN(C)C(=O)c1cn(CCC#N)nc1-c1ccc2ccccc2c1	6	1	1.2	0	-11	-3	100	0	0
34	Cc1ccccc1OCC(=O)OCC(=O)c1c[nH]c2ccccc12	10	nt	1.9	-3	nt	nt	110	nt	nt
35	O=C(c1ccccc1)N1CCN(S(=O)(=O)N2CCCCC2)CC1	-4	1	-7.5	-10	-6	-7	78	3	6
36	CC(C)(C)C(=O)C(Cc1ccccc1Cl)n1cncn1 (stereo not drawn)	10	0	0.1	-3	9	-4	109	-4	4
37	COc1ccc(OC)c(S(=O)(=O)Nc2ccccc2C(=O)O)c1	-11	0	1.7	3	5	-8	94	1	5
38	Cc1ccc(OCC(=O)Nc2cc(NC(=O)COc3ccc(C)cc3)cc(C(=O)O)c2)cc1	8	0	0.9	3	1	15	95	2	2
39	Cc1cccc(CSc2nnc(C)c(=O)n2N)c1	2	0	-1.1	-4	-5	1	105	-3	-46
40	O=C(CSc1nnnn1-c1ccccc1)NCC1(N2CCCCC2)CCCCC1	13	nt	-0.9	0	nt	nt	111	nt	-6
41	Cc1nn2c(N)c(C#N)cnc2c1-c1ccccc1	5	0	-0.8	-2	-6	0	98	4	-12
42	COc1cc(OC)cc(C(=O)OCC(=O)Nc2ccc(N3CCCCC3)cc2)c1	9	8	-3.1	0	7	2	96	-6	-7
43	Cc1ccc(/C=C/C(=O)Nc2cc(S(=O)(=O)N3CCOCC3)ccc2N2CCOCC2)cc1	-20	nt	1.2	0	nt	nt	62*	nt	15
44	Brc1csc(/C=N/Nc2nc3ccccc3s2)c1	-5	2	1.6	1	6	-5	81	2	-3
45	Cc1ccc(OCCNC(=O)C2CC(=O)N(c3ccc(C)cc3)C2)cc1 (stereo not drawn)	8	2	3.2	0	-3	3	122	-5	2
46	CN1CCc2c(sc(NC(=O)Cc3ccccc3)c2C#N)C1	-7	3	1.7	-1	2	-10	102	1	-17
47	CN(C)S(=O)(=O)c1ccc2nnn(OCC(=O)NC34CC5CC(CC(C5)C3)C4)c2c1	-6	2	-1.9	-1	6	5	100	-2	16
48	C[C@@]12C(=O)N(c3ccc(C(F)(F)F)cc3)C(=O)N1[C@@H]1c3ccccc3OC[C@@H]1[C@H]2c1ccccc1	-2	0	1.8	2	5	15	90	0	9
49	O=C(NCCCN1CCCC1=O)c1cc2c(s1)CCCCC2	4	-2	0.8	2	-3	-1	81	-3	-2
50	Cc1ccc(NC(=O)C2CCCN2S(=O)(=O)c2ccc3c(c2)n(C)c(=O)c(=O)n3C)cc1C (stereo not drawn)	17	1	3.1	-1	6	6	94	-3	2
51	COc1cccc(N2CC(NC(=O)c3cccc4ccccc34)CC2=O)c1 (stereo not drawn)	4	0	0.5	-3	8	0	96	0	23
52	CC(=O)Nc1cccc(-c2csc(Nc3cccc(C)n3)n2)c1	-7	-3	3.7	-1	12	-2	93	0	1
53	COc1ccccc1N1CCN(C(=O)C(F)F)CC1	15	1	-0.4	-4	6	-4	94	-2	3

Assay outcomes deposited in PubChem by several laboratories.
